Compound activity as filed in PubChem BioAssay.
MT1-MMP act inh: inhibitors of human MT1-MMP activation; P50281; HT1080 RFP-PRO-GFP cells, GFP/RFP ratio fluorescence, overnight; percent of plate control window, DMSO zero; GFP/RFP ratio change, % at 20 µM; 0.061% of 360,000 active;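 active = GFP/RFP ratio change of at least 30% with cell ATP level not reduced by more than half and red fluorescence within 50% of control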; note: strong numbers were not always called active
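Material: RFP-PRO-GFP reporter HT1080 cells. Dosing: single-point 20 µM compound, 1% DMSO. Controls: DMSO and RFP-L50D-GFP cell wells. Timing: cells overnight before dosing, compound overnight, 37 °C, 5% CO2. Measure: GFP/RFP fluorescence ratio.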
Rpn11 inh: blocks the human proteasome subunit Rpn11 | AID 588493 | O00487 | human 26S proteasome, Ub4-pepOG fluorescence polarization; 20S core pre-blocked with epoxomicin | calls only at 20 µM | 0.59% of 360,000 active;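 active = inhibition at 20 µM, scaled to each plate's controls, above about 33%, limit read from the data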
Neddyl block: blocks human cullin neddylation; TR-FRET cullin neddylation, biochemical; 0.58% of 360,000 active; P61081+Q13564; calls only at 25 µM; in the data active = inhibition above about 36%
FAS-TE inh: blocks the thioesterase domain of human fatty acid synthase | P49327 | recombinant FAS-TE, OMFH fluorogenic substrate, fluorescence endpoint | inhibition, % at 15 µM | 0.67% of 360,000 active | AID 602261;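 active = compounds whose normalised, plate-corrected inhibition of enzyme fluorescence in the single-dose primary screen is 50% or more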;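 note: 0% = DMSO with enzyme and 100% = substrate without enzyme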
Rin1 Abl inh: inhibitors of human Rin1-Abl protein interaction; P00519+Q13671; TR-FRET Rin1/Abl binding, biochemical; inhibition, % at 7.35 µM; 0.4% of 360,000 active; AID 588664; in the data active = inhibition above about 5%, passing the limit was not always enough
SKN-1 block: C. elegans SKN-1 inhibition. C. elegans VP596 Pgst-4::GFP/RFP ratio, acrylamide-induced, 24 h. inhibition, % at 21.8 µM. 0.49% of 360,000 active. AID 624304;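 active = interference check ratio from 0.5 to 1.5 plus GFP to RFP signal ratio inhibition reaching or exceeding a fixed threshold, cut at about 30% in these data, passing the limit was not always enough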; note: some compounds called inactive have numbers as strong as hits
NadD block: inhibitors of Staphylococcus aureus NadD; purified NadD enzyme, colorimetric absorbance read-out; inhibition, % at 20 µM; 0.78% of 360,000 active; AID 602399; in the data active = inhibition above about 26%; note: some compounds past the cut are filed as inactive
CSN inh: CSN deneddylation inhibition; Q92905; Purified CSN, SCF-Nedd8-OG deneddylation, fluorescence polarization; inhibition, % at 12.5 µM; 0.38% of 360,000 active; AID 651999;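 active = pattern-corrected inhibition above about 35%, with an unprinted fluorescence ratio check between 0.5 and 1.5, limit read from the data, passing the limit was not always enough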;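 note: 0% = enzyme with substrate and 100% = substrate without enzyme; some results filed as inactive read as strong as hits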
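assay system = purified human Csn5 enzyme expressed in HEK293T cells | amount = 0.24 nM enzyme | buffer or medium = Tris/NaCl/DTT buffer, pH 7.5 | reagent = 10 nM SCFSkp2-Nedd8OG | compound = one concentration, 12.5 µM, 0.25% DMSO | times = 90 min reaction at room temperature | signal = FP | read-out basis = % inhibition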
PABP1 MLLE inh: inhibitors of microRNA-mediated deadenylation, human PABP1 MLLE binding. 0.36% of 360,000 active. inhibition, % at 20 µM. GST-MLLE / FITC-PAM2 fluorescence polarization. P11940; in the data active = inhibition above about 35%, passing the limit was not always enough;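 note: plate controls were DMSO wells with GST-MLLE for no effect and wells lacking GST-MLLE protein for full effect; some results filed as inactive read as strong as hits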
Starred values were filed as active, the others as inactive; i = inactive; x = no result given; + = active, no number; & = joins results of further samples. This is a subset. The share of hits here may be higher or lower than overall.

canonical_smiles	MT1-MMP act inh	SKN-1 block	FAS-TE inh	NadD block	Rpn11 inh	PABP1 MLLE inh	Rin1 Abl inh	Neddyl block	CSN inh
OCC12CO[C@@H]3c4ccccc4[C@H](OC1)N32 (some centres undefined)	6	1	-7	3	i	-6	2	i	-4
CCC1=Nc2cc(C(=O)N3CCC4(CC3)OCCO4)ccc2Sc2ccccc21	0	0	2	1	i	3	-2	i	0
O=C([O-])c1ccc(-[n+]2c(-c3ccccc3)cc(-c3ccccc3)cc2-c2ccccc2)cc1	0	1	-15	1	i	-8	4	i	0
Cc1ccc(S(=O)(=O)N(C)CCCC(=O)N2CCN(c3ccccn3)CC2)cc1	1	-10	-2	1	i	-2	0	i	0
O=c1cccc2n1CC1CC2CN(Cc2cccc(Cl)c2Cl)C1 (centres undefined)	-14	-4	6	-3	i	1	2	i	0
O=C1Nc2ccccc2Oc2ccccc21	1	7	-9	-4	i	1	1	i	-6
CCC(=NCC1CCCO1)c1c(O)n(-c2ccccc2)c(=O)[nH]c1=O (centres undefined)	4	19	-4	4	i	1	-1	i	-4
COc1cc2occc2c2oc(=O)ccc12	-4	-2	-3	-1	i	0	1	i	4
COc1cccc(CNCCc2c[nH]c3ccccc23)c1OC	-1	7	-5	-1	i	3	-2	i	-5
COc1cc(CNCCc2ccc3c(c2)OCO3)ccc1O	1	12	-5	2	i	0	0	i	-2
O=C1NC(=S)N(c2ccc(F)cc2)C(=O)/C1=C/c1ccccc1O	-11	0	-5	-2	i	11	7	i	-1
FC(F)(F)c1ccc2c(c1)ncn2C1CCN(Cc2nnnn2C2CCCCC2)CC1	7	9	12	-3	i	8	1	i	4
COC(=O)C1=C(c2ccc(OCc3ccccc3)cc2)C[C@@H]2CC[C@H]1N2C(=O)NCc1cccc(C(F)(F)F)c1	5	11	21	-2	i	-3	1	i	-3
CCC1C2Cc3ccc(O)cc3C1(CC)CCN2C (centres undefined)	-2	14	-8	-5	i	0	2	i	-2
CSc1ccc(C(=O)C2CCCN(Cc3ccn[nH]3)C2)cc1 (centres undefined)	-1	-7	-4	-2	i	17	-4	i	-1
COc1cccc2c1C(=O)c1c(O)c3c(c(O)c1C2=O)CC(O)(C(C)=NO)CC3OC1CC(N)C(O)C(C)O1 (centres undefined)	-17	79	-109	4	i	112	-22	i	-73
CC(C)Cn1cc(C(=O)N2CCC3(CC2)OCCO3)c2c3ccccc3n(C)c2c1=O	10	9	-2	22	i	5	1	i	2
N[C@@H](Cc1c[nH]c2ccccc12)c1nnc(SCc2ccc(F)cc2)o1	-1	-5	-8	-10	i	-9	2	i	5
COc1cc2c(cc1OC)[C@@]13CCN4CC5=CCO[C@H]6CC(=O)N2[C@H]1[C@H]6[C@H]5C[C@H]43	0	-1	1	1	i	5	-2	i	1
N#CCCn1cc(C(=O)O)c(-c2cccc([N+](=O)[O-])c2)n1	-3	2	-4	-1	i	0	-3	i	-6
Cc1ccc2c(c1)N(CCC(=O)N1CCC3(CC1)OCCO3)C(=O)C(C)O2 (centres undefined)	1	-3	-6	-2	i	-4	3	i	-1
C/C(CC(c1ccccc1)c1c(O)c2ccccc2oc1=O)=N\NC(N)=S (centres undefined)	-1	3	-14	-2	i	-56	-1	i	-3
C[N+](C)(C)CC#CCN1CCCC1=O	4	-2	-7	9	i	-128	-1	i	0
O=C1NC(=O)N(CCc2ccc(F)cc2)C(=O)/C1=C/c1ccco1	-20	13	-2	34*	+	-30	0	i	43*
Cc1ccnc(-n2c(C)cc(/C=C3\C(=O)NC(=S)N(C)C3=O)c2C)c1	-12	9	-14	10	i	-20	2	i	4
COc1ccc(CCn2c(O)c(C=NCCCN(C)C)c(=O)[nH]c2=O)cc1OC	3	3	-6	6	i	-7	1	i	0
COCCNC(=O)Cn1cc(/C=C2\C(=O)NC(=O)N(c3cccc(C)c3C)C2=O)c2ccccc21	-5	-3	-7	6	i	49	2	i	0
COC(=O)C1=C(c2ccc(OC(F)(F)F)cc2)C[C@@H]2CC[C@H]1N2C(=O)NCCNC(C)=O	-1	17	-2	-4	i	-12	1	i	0
CC1=CC(C)C(COC(N)=O)(COC(N)=O)C(C)C1 (centres undefined)	-4	-22	-5	-1	i	2	3	i	3
CCOC(=O)[C@]12Cc3cc(C)ccc3[C@H]1N(C)C(=O)c1cc(OC)ccc12	-8	-2	28	-5	x	x	x	i	-4
COc1ccc(-c2nn(CCC#N)cc2C(=O)Nc2cccc([N+](=O)[O-])c2)cc1OC	5	-1	9	-2	i	6	0	i	-1
c1cncc(CNCCc2ccc3c(c2)OCO3)c1	0	-12	-8	0	i	2	0	i	-1
Nc1ccc(CC(N)c2csc(Nc3ncccn3)n2)cc1 (centres undefined)	3	4	-9	-4	i	5	-1	i	7
Nc1cc(Cl)c2nonc2c1[N+](=O)[O-]	-27	-7	10	0	i	10	1	i	-8
COc1ccc(-c2nc3ccccc3c(=O)n2-c2cccnc2)cc1	4	-6	-6	-1	i	4	-3	i	4
Cc1ccc(-n2c(O)c(/C=N/NC(=O)c3ccncc3)c(=O)[nH]c2=O)cc1C	-2	-8	-30	-5	i	-9	-3	i	-6
Cc1ccsc1C(=O)C1CCCN(Cc2cc(C(C)C)n[nH]2)C1 (centres undefined)	-13	3	-7	-3	i	7	2	i	-3
O=P(OCC(F)(F)C(F)F)(N1CCCCC1)N1CCCCC1	-1	6	-6	1	i	-3	-5	i	1
S=C1CN=C(c2ccccc2)c2cc(Cl)ccc2N1	-4	8	8	1	i	33	-2	i	9
Cc1ccc2c(c1N)C(=O)c1ccccc1C2=O	-9	29	-9	1	i	-30	-11	i	11

Some of the entries so far, with two lines to a compound.
Every second line gives: MT1-MMP act inh	SKN-1 block	FAS-TE inh	NadD block	Rpn11 inh	PABP1 MLLE inh	Rin1 Abl inh	Neddyl block	CSN inh
Cc1ccc(-n2c(O)c(/C=N/NC(=O)c3ccncc3)c(=O)[nH]c2=O)cc1C
  -2	-8	-30	-5	i	-9	-3	i	-6
Cc1ccsc1C(=O)C1CCCN(Cc2cc(C(C)C)n[nH]2)C1 (centres undefined)
  -13	3	-7	-3	i	7	2	i	-3
O=P(OCC(F)(F)C(F)F)(N1CCCCC1)N1CCCCC1
  -1	6	-6	1	i	-3	-5	i	1

2 entries from above, as labelled records:
> O=P(OCC(F)(F)C(F)F)(N1CCCCC1)N1CCCCC1
  MT1-MMP act inh = -1 | SKN-1 block = 6 | FAS-TE inh = -6 | NadD block = 1 | Rpn11 inh = i | PABP1 MLLE inh = -3 | Rin1 Abl inh = -5 | Neddyl block = i | CSN inh = 1
> S=C1CN=C(c2ccccc2)c2cc(Cl)ccc2N1
  MT1-MMP act inh = -4 | SKN-1 block = 8 | FAS-TE inh = 8 | NadD block = 1 | Rpn11 inh = i | PABP1 MLLE inh = 33 | Rin1 Abl inh = -2 | Neddyl block = i | CSN inh = 9

Next part.
canonical_smiles	MT1-MMP act inh	SKN-1 block	FAS-TE inh	NadD block	Rpn11 inh	PABP1 MLLE inh	Rin1 Abl inh	Neddyl block	CSN inh
CCOC(=O)CC1c2ccccc2-n2nncc2CN1Cc1ccc(OC)cc1 (centres undefined)	3	-1	2	6	i	15	0	i	1
CCC1CN1P(=O)(c1ccccc1)N1CC1CC (centres undefined)	4	14	-7	-5	i	-9	3	i	1
COc1ccc(-n2c(O)c(C(C)=NCCN3CCNCC3)c(=O)[nH]c2=O)cc1	-1	21	-5	-5	i	-7	-3	i	2
Nc1ccc(N2CCN(Cc3ccccc3Cl)CC2)c(Cl)c1	7	16	1	4	i	-43	-1	i	4
CN(C)[C@@H]1C(=O)C(C(N)=O)=C(O)[C@@]2(O)C(=O)C3=C(O)c4c(O)cccc4[C@@](C)(O)C3C[C@@H]12 (some centres undefined)	-5	-16	-3	5	i	0	12	i	57
COc1cc(CNCCc2c[nH]c3ccccc23)cc(OC)c1OC	2	13	-7	-9	i	-4	-1	i	-3
O=c1[nH]c(=O)n(Cc2ccc(F)cc2)c(O)c1C=Nc1ccc(Cl)cc1	-19	-5	-1	3	i	-9	0	x	-12
C[n+]1ccc(-c2cc[n+](C)cc2)cc1	-3&1	-4&-4	-9&1	13&-4	i	-123&9	-3&-2	i	-1&1
CCc1nc2ccc(Br)cc2c(=O)n1-c1ccccc1C(F)(F)F	-2	15	22	1	i	4	-5	i	3
COc1ccc(C(=O)OC2C[C@H]3CC[C@H](C2)N3C)cc1OC (some centres undefined)	-6	0	-3	-2	i	4	1	i	0
Oc1cccc2cccnc12	1	6	0	2	i	5	2	i	1
CCC(=NCCCO)c1c(O)n(-c2ccc(OC)cc2)c(=O)[nH]c1=O	-1	11	-5	-4	i	0	0	i	0
Cc1ccc(CN2CCCC(C(=O)c3ccc4c(c3)OCO4)C2)cc1C (centres undefined)	7	2	7	-11	i	-1	1	i	-2
COc1cc2ccc(=O)oc2c2ccoc12	0	5	-2	-3	i	-9	1	x	3
CC1=NNC(=O)C1Br (centres undefined)	0	15	-4	1	i	-125	0	i	-4
CCC(C)NC(=O)c1c(N)n(CCCOC)c2nc3ccccc3nc12 (centres undefined)	-19	17	8	-7	i	8	27*	x	28
C[C@H]1CN([C@@H](C)CO)C(=O)CCCn2nncc2CO[C@H]1CN(C)C(=O)Oc1cccc2ccccc12	1	-6	-8	-6	i	9	-3	i	-1
COC(=O)C1=C(c2ccc(C(C)=O)cc2)C[C@@H]2CC[C@H]1N2C	-1	7	-4	-1	i	-9	5	i	5
Cc1ccc2c(c1)C1CN(C)CCC1N2C(=O)Cn1nnc(-c2ccccc2F)n1 (centres undefined)	0	2	-2	-1	i	2	4	i	1
COC(=O)C1=C(c2ccc3ccccc3c2)C[C@@H]2CC[C@H]1N2C(=O)NC1CC1	2	24	-9	1	i	0	2	i	0
CC1=C(C(=O)O)N2C(=O)[C@@H](NC(=O)CCCC(=O)O)[C@H]2SC1	-1	18	-5	5	i	32	0	i	3
C=CCn1c(O)c(/C(C)=N/N2CCCCC2)c(=O)[nH]c1=O	6	9	-3	-1	i	5	3	i	-1
CCOc1ccc(N2C(=O)NC(=O)/C(=C/c3cnc(SC)nc3)C2=O)cc1	6	-1	-7	-5	i	-22	5	i	-5
CCCCOC(=O)C1=C(N)OC2=C(C(=O)CCC2)[C@]12C(=O)Nc1ccccc12	-10	-2	-3	-5	i	10	1	i	-3
Cc1ccccc1C(=O)N1CC1C (centres undefined)	1	12	-10	0	i	-1	1	i	6
CC(=O)OC[C@]12CCC(C)=C[C@H]1O[C@@H]1[C@H](O)[C@@H](OC(C)=O)[C@@]2(C)[C@]12CO2	-29	23	-2	1	i	4	4	i	0
O=C1CCCC2=C1C(c1cccnc1)Nc1ccccc1N2 (centres undefined)	-4	2	-10	-2	i	2	-2	i	3
Cc1nc2ncnn2c(C)c1CCC(=O)N1CCC2(CC1)OCCO2	0	-1	-9	-2	i	-4	-3	i	-2
N=Cc1c(O)n(-c2ccc(C34CC5CC(CC(C5)C3)C4)cc2)c(=O)[nH]c1=O	-5	6	-7	8	x	-39	2	i	7
O=C(NCC1=C(c2cccc3ccccc23)C[C@@H]2CC[C@H]1N2Cc1ccco1)c1cccnc1	-3	16	-5	3	i	20	1	i	4
NCCc1c[nH]c2ccc(O)cc12	1	4	-5	2	i	-16	-2	i	1
CC(Cc1ccccc1)NC(=O)CN1CCCC1=O (centres undefined)	5	4	-8	4	i	1	3	i	6
